GLS inhibitor: qHTS for Inhibitors of Glutaminase (GLS); Glutaminase kidney isoform, mitochondrial (Homo sapiens), O94925; GLS enzymatic activity, qHTS titration; Potency, µM (series often up to 45.5 µM), inactives show at the highest dose activity change, negative = inhibition, most hits filed as inhibitors; actives 0.21% (n = 410,000); AID 624170, 2012; also: potency is read from the fitted curve at half-maximal effect; % is scaled to controls: 0 for no effect and ±100 for the full control effect
Target sequence (O94925 whole entry, looked up, canonical isoform): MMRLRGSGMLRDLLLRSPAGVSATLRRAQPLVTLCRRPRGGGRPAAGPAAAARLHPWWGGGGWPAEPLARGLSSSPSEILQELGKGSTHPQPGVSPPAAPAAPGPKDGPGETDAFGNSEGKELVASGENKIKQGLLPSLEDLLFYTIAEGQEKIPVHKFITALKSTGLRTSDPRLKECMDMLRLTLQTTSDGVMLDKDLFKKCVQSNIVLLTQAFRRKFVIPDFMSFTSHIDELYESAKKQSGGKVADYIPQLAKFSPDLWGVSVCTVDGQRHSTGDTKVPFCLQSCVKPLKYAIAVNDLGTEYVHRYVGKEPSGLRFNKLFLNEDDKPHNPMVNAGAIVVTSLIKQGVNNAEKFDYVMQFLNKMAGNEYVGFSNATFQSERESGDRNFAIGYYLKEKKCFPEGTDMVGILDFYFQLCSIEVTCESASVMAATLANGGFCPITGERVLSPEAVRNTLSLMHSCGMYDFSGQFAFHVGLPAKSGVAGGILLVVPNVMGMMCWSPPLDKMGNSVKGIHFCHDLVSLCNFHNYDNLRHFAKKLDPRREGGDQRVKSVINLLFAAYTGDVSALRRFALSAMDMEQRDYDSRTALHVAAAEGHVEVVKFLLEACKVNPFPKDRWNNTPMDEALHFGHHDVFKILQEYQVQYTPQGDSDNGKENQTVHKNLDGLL
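hKGA in 45 mM KH2PO4 pH 8.2, 0.02% Tween-20 with pin-transferred compounds; 1 mM L-glutamine (stock) plus glutamate oxidase/HRP/Amplex Red coupling added. Fluorescence read initially and after 30 min at RT.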
G9a inh: qHTS Assay for Inhibitors of Histone Lysine Methyltransferase G9a; Histone-lysine N-methyltransferase EHMT2 (Homo sapiens), Q96KQ7; G9a H3K9 monomethylation, AlphaScreen, 2 h; Potency, µM (doses to about 102 µM), for inactives: at the top dose activity, negative = inhibition, hits mostly inhibitors; actives 8.8% (n = 350,000); AID 504332, 2011; also: potency is read from the fitted curve at half-maximal effect; % is scaled to controls: 0 for no effect and ±100 for the full control effect; nearly all actives have a fitted effect of over 75% in size
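Quantitative HTS format: methyltransferase activity on a biotin-tagged H3K9 peptide is measured by AlphaScreen, using a rabbit anti-monomethyl-H3K9 antibody with streptavidin donor and anti-IgG acceptor beads. Final levels are 20 nM enzyme, 500 nM peptide, 20 uM SAM; 2 h RT.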
PI4K2A block: qHTS for small molecular inhibitors of PI4K2A. Phosphatidylinositol 4-kinase type 2-alpha (Homo sapiens), Q9BTU6. purified PI4K2A, ADP-Glo luminescence, 1 h; hits give low values. activity change, negative = inhibition, % at 76.9 µM. actives 0.13% (n = 420,000). AID 1346378, 2018; in the data active = activity change below about -50%; inconclusive = mostly about -30% to -49%;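 also: -100% = wells without enzyme as full effect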
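In this quantitative HTS, ADP production by PI4K2A was quantified luminescently after 1 h at ambient temperature; 100 microM adenosine served as plate-quality control.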
POLH inh: qHTS for Inhibitors of Polymerase Eta | Potency, µM (series often up to 114 µM), for the others: at the top dose activity change, negative = inhibition, usual class: inhibitors | recombinant Pol eta, fluorescent DNA replication assay | actives 1.2% (n = 390,000) | DNA polymerase eta (Homo sapiens), Q9Y253; also: potency is read from the fitted curve at half-maximal effect; % is scaled to controls: 0 for no effect and ±100 for the full control effect
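Fluorescent replication assay: 50 nM final substrate added after a 15 min room-temperature compound preincubation with 10 nM enzyme. Signal taken at 0 min and again at 10 min.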
HP1b chromo inh: HTS for Inhibitors of HP1-beta Chromodomain Interactions with Methylated Histone Tails; AID 540317, 2011; actives 0.56% (n = 390,000); Chromobox protein homolog 1 (Homo sapiens), P83916; Potency, µM (titrated, usually from 114 µM), for inactives: at the top dose activity change, negative = inhibition, hits mostly inhibitors; AlphaScreen HP1-beta / biotin-H3K9me3 peptide binding; also: potency is read from the fitted curve at half-maximal effect; nearly all actives have a fitted effect of over 70% in size; inactives centre near 23
Target sequence (P83916 whole entry, looked up): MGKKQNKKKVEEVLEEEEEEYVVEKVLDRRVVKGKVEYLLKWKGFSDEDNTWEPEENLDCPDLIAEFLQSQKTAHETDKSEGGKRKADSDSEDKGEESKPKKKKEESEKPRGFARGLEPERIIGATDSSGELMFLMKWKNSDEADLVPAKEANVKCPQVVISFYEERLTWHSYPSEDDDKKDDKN
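AlphaScreen: HP1-beta (50 nM) preformed 30 min with biotin-H3(1-18)K9me3 peptide (50 nM) in PBS pH 7.4, 0.01% Tween-20. Compound added for 30 min at RT, then streptavidin donor/nickel chelate acceptor beads (10 ug/mL) for 30 min.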
BAZ2B block: qHTS Assay for Inhibitors of BAZ2B; Potency, µM (top dose mostly 114 µM), without a hit: at the top dose activity change, negative = inhibition, actives largely listed as inhibitors; actives 4.4% (n = 360,000); AlphaScreen BAZ2B-H3K14Ac peptide displacement; Bromodomain adjacent to zinc finger domain protein 2B (Homo sapiens), Q9UIF8; AID 504333, 2011; also: potency is read from the fitted curve at half-maximal effect; % is scaled to controls: 0 for no effect and ±100 for the full control effect; nearly all actives have a fitted effect of over 60% in size
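AlphaScreen luminescence quantifies BAZ2B engagement of H3K14Ac peptide; the protein and biotinylated peptide are both at 50 nM final, buffer PBS pH 7.4 with 0.01% Tween-20, all steps at room temperature.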
JMJD2A Tudor inh: qHTS Assay for Inhibitors of JMJD2A-Tudor Domain. Lysine-specific demethylase 4A (Homo sapiens), O75164. AlphaScreen JMJD2A-Tudor / H3K4me3 peptide binding. Potency, µM (series often up to 114 µM), for inactives: top-dose activity change, negative = inhibition, actives largely listed as inhibitors. actives 4.4% (n = 390,000). AID 504339, 2011; also: potency is read from the fitted curve at half-maximal effect; % is scaled to controls: 0 for no effect and ±100 for the full control effect; nearly all actives have a fitted effect of over 50% in size
Pin1 inhibitor: qHTS Assay to Find Inhibitors of Pin1; Peptidyl-prolyl cis-trans isomerase NIMA-interacting 1 (Homo sapiens), Q13526; Pin1 FP peptide displacement, HiFluor488, 10 min; Potency, µM (doses to about 115 µM), for inactives: at the top dose activity, negative = inhibition, hits mostly inhibitors; actives 0.009% (n = 390,000); active = well fitted inhibition curve with a large enough effect in the polarisation, with a control signal flat, not every such curve was filed as active; inconclusive = small, poorly fitted or top-dose-only effect, or effect the other way, or a change in a side signal; inactive = no such curve, though single readings can be large or run the other way; the % refers to the polarisation; also: potency is read from the fitted curve at half-maximal effect; % is scaled to controls: 0 for no effect and ±100 for the full control effect
Target sequence (Q13526 whole entry, looked up): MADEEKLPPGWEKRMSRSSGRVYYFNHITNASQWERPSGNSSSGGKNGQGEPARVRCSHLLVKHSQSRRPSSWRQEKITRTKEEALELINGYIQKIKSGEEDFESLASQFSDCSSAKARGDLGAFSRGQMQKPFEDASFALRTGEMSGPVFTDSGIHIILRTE
PGK inhibitor: qHTS Assay to Find Inhibitors of Phosphoglycerate Kinase; PGK/GAPDH coupled, Kinase-Glo luminescence, 60 min; Potency, µM (doses to about 57.5 µM), inactives show at the top dose activity change, negative = inhibition, usual class: inhibitors; AID 602233, 2012; Phosphoglycerate kinase, glycosomal (Trypanosoma brucei brucei), P07378; actives 0.043% (n = 380,000); also: potency is read from the fitted curve at half-maximal effect; % is scaled to controls: 0 for no effect and ±100 for the full control effect; nearly all actives have a fitted effect of over 60% in size
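Recombinant glycosomal PGK reaction used 1,3-bisphosphoglycerate generated in-well by GAPDH (100nM final) in 100mM TEA pH 7.6, 5mM MgCl2, 0.01% Tween-20. After 60 minutes at room temperature, ATP was read by Kinase-Glo Plus luminescence end-point.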
Numbers without * were called inactive; i = inactive; ? = inconclusive; . = not tested or not shown; [ ] = remark or other dose. Unless noted, calls follow the shape of the dose curve; as a rule, active = well fitted curve in the direction sought with a large enough effect; inconclusive = small, poorly fitted or top-dose-only effect, or another doubt; inactive = no such curve, though single readings can be large; an effect the other way counts as inactive or inconclusive.

Order of results: GLS inhibitor	G9a inh	PI4K2A block	POLH inh	HP1b chromo inh	BAZ2B block	JMJD2A Tudor inh	Pin1 inhibitor	PGK inhibitor
CCOc1ccc(CNC(=O)C2CCN(S(=O)(=O)c3c(C)noc3/C=C/c3ccc(C)cc3)CC2)cc1OC
 : 0%	-5%[59 µM]	-1	1%	21%[57 µM]	3%	-33%	-9%	-8%
COCC1CCCCN1C(=O)c1cc(COc2ccc3ncccc3c2)on1 (stereo not given)
 : -1%	.	-7	-5%	36%	-15%	-15%	-1%	-5%
Fc1ccc(Nc2nc3ccccc3n3cnnc23)c(F)c1
 : 1%	2%[59 µM]	-6	-17%	46%[activator]	-2%	-2%	10%	i
Cc1cc(C(=O)NNC(=O)c2ccc(C(F)(F)F)cc2)no1
 : 2%	.	-3	11%	26%	-9%	?	2%	-7%
COc1ccccc1-n1cc([C@@H]2C[C@H]3CN(c4ccccc4)C(=O)[C@]34CCCN24)cn1
 : -24%	-3%	-1	-18%	30%	-1%	-18%	?	-7%
Cc1ccc(C(=O)COC(=O)COc2ccccc2[N+](=O)[O-])s1
 : 2%	5%[12.7 µM]	4	?	33%	-7%	-6%	-1%	i
COc1ccc(NC(=O)COc2cccc(-n3cnnn3)c2)cc1Cl
 : -15%	-47%	0	?	58%[activator]	3%	1%	77%[activator]	i
COc1ccc(C2CC(c3ccccc3)=NN2c2ccc(C(N)=O)cc2)cc1 (stereo not given)
 : -4%	81%[activator]	3	-6%	91%[activator]	38%[activator]	19%	0%	-2%
O=C(CNC(=O)c1ccco1)OCC(=O)c1ccccc1Cl
 : -4%	-5%	-2	-16%	53%[activator]	-5%	0%	-9%	i
Cc1onc(-c2c(F)cccc2Cl)c1C(=O)N1CCSCC1
 : -5%	50µM*	5	-13%	45%[activator]	-11%	7%	6%	-5%
C=CCC[C@@H](Cc1ccc(F)cc1)C(=O)OC[C@H](Cc1c[nH]c2ccccc12)NC(=O)[C@@H](CC=C)CC(=O)N[C@@H](CO)Cc1ccccc1
 : -1%	.	0	-9%	23%	.	-13%	?	2%
Cc1sc(NC(=O)CSC2=NCCS2)nc1-c1ccccc1
 : 14%	?	0	-4%	14%	-6%	-7%	4%	-7%
COc1ccc(OC(C)C(=O)NCCC2=CCCCC2)cc1 (stereo not given)
 : 6%	.	2	-14%	44%[activator]	12%	-6%	0%	-2%
Cc1ccc(O)c(CNc2ccccn2)c1
 : 10%	-31%	17	-14%	26%	-8%	-12%	-3%	-3%
Cc1cc([N+](=O)[O-])ccc1NC(=O)CSc1nncn1-c1ccccn1
 : -13%	?	-7	-11%	14%	3%	-16%	25%	-5%
Oc1ccccc1Nc1nc(NCC2CCCO2)c2ccccc2n1 (stereo not given)
 : -5%	50µM*	5	-7%	3%	?	-32%	-3%	-8%
O=C(Nc1nc2c(F)cccc2s1)c1ccc(S(=O)(=O)N2CCCc3ccccc32)cc1
 : 1%	-4%[59 µM]	0	-16%	17%[57 µM]	8%	1%	-2%	9%
CCN(CCn1cccn1)C(=O)CCc1nnc(CCc2ccccc2OC)o1
 : 0%	.	1	-1%	39%[activator]	0%	0%	-1%	6%
O=C(Nc1ccccc1O)C(c1ccccc1)c1ccccc1
 : 28%	-10%[2.33 µM]	6	-24%	61%[activator]	-2%	-22%	-7%	-5%
O=C(Nc1cc([N+](=O)[O-])ccc1Cl)c1ccc2c(c1)OCO2
 : 15%	.	-2	-20%	21%	-6%	-7%	-2%	-2%

The listing continues:
Order of results: GLS inhibitor	G9a inh	PI4K2A block	POLH inh	HP1b chromo inh	BAZ2B block	JMJD2A Tudor inh	Pin1 inhibitor	PGK inhibitor
COc1ccc2nc(NC(=O)CSC(C)C(=O)Nc3cc(C)on3)sc2c1 (stereo not given)
 : 0%	4%[0.501 µM]	2	1%	-11%	-2%	-21%	.	4%
Cc1cccc(NC(=S)NC(=O)/C=C/c2ccccc2)n1
 : -1%	.	-4	-10%	10%	0%	-1%	-10%	-5%
Cc1ccc(CSCC(=O)Nc2ccccc2C(=O)O)cc1
 : 0%	.	-3	3%	-2%	7%	-15%	1%	-3%
O=S(=O)(NC1CCCC1)c1ccccc1Cl
 : 0%	8%[59 µM]	3	-11%	39%[activator]	38%[activator]	-14%	0%	i
CCOC(=O)c1[nH]c2c(c1Cc1ccccc1)C(=O)CC(c1ccccc1)C2 (stereo not given)
 : -3%	-3%[59 µM]	-4	9%	16%	-7%	-2%	25%	4%
O=C(Nc1cccc(NC(=O)c2ccco2)c1)c1ccccc1
 : 17%	-9%	2	-1%	2%	-17%	-4%	-3%	5%
CC(C)(C)C(=O)N1CCN(c2nc3ccc(Br)cc3s2)CC1
 : 3%	?	3	-7%	50%[activator]	-3%	7%	6%	-3%
COc1ccc(/C=N/N2C(C)CCCC2C)cc1OC (stereo not given)
 : -19%	-7%	-5	-23%	22%	-2%	-5%	-9%	i
C[C@]12C(=O)N(c3ccccc3)C(=O)N1[C@H]1c3ccccc3OC[C@@H]1[C@H]2c1ccccc1
 : 1%	.	-1	-19%	30%	.	-24%	8%	-10%
O=C(CCSCc1ccccc1F)N1CCN(c2ccc(Cl)cc2)CC1
 : 1%	-2%[59 µM]	-2	-19%	17%	2%	-19%	-1%	4%
Cc1cc(C)c(S(=O)(=O)Nc2cc(Cl)c3oc4c(c3c2)C(=O)CCC4)cc1C
 : 0%	?	1	-15%	39%[activator]	-4%	-8%	0%	-1%
CC(C)N(Cc1cc2ccccc2[nH]c1=O)C(=O)c1cccnc1
 : -4%	-30%	3	14%	22%	0%	-15%	-1%	-6%
COc1cccc(CN(C(=O)c2ccc(C(C)(C)C)cc2)C2CCS(=O)(=O)C2)c1 (stereo not given)
 : 0%	-7%[59 µM]	0	-17%	-4%	-9%	-33%	3%	-12%
CN(C)c1ccc(/C=C2\SC(N3CCCCC3)=NC2=O)cc1
 : 32%[activator]	?	-4	-23%	-3%	-34%	-35%	?	-5%
Cc1c(Cl)cccc1NC(=S)NCCc1ccc(F)cc1
 : -11%	.	5	-5%	34%	1%	-18%	-3%	-4%
O=C(N/N=C\c1ccc(Cl)cc1)c1sccc1-n1cccc1
 : 7%	-13%	-3	-14%	26%	3%	-12%	1%	1%
Nc1ccccc1C(=O)NCc1ccccc1
 : ?	-2%	4	-7%	-4%	3%	35µM*	-3%	1%
Cc1ccccc1CN1CCC(n2nccc2NC(=O)c2ccc3c(c2)OCO3)CC1
 : -13%	-10%	5	-20%	36%	?	-11%	0%	-8%
CCN1CCc2c(sc(NC(=O)C3COc4ccccc4O3)c2C(N)=O)C1 (stereo not given)
 : 19%	-2%	0	-18%	33%	-15%	-7%	6%	4%
CC(C)CCn1c(NCCc2ccccc2)nc2c1c(=O)n(C)c(=O)n2C
 : 11%	25%[12.7 µM]	0	-20%	16%	-27%	-34%	-1%	-5%
CC(=O)N1c2ccccc2C(=O)C1N1CCN(c2ccccc2F)CC1 (stereo not given)
 : 3%	-37%[59 µM]	1	-10%	32%	-24%	-10%	?	1%
COc1cc(/C=N/NC(=O)c2cccc([N+](=O)[O-])c2)ccc1O
 : -5%	36%[activator]	-3	-7%	43%[activator]	-15%	-8%	5%	2%
COC(=O)C1=C(C)N(Cc2ccc(C)cc2)C(=O)/C1=C\c1cc(OC)c(OC)c(OC)c1
 : -10%	25µM*	1	-22%	-22%	40µM*	11µM*	7%	-3%

6 entries already listed, arranged by the value under JMJD2A Tudor inh, lowest first.
smiles	GLS inhibitor	G9a inh	PI4K2A block	POLH inh	HP1b chromo inh	BAZ2B block	JMJD2A Tudor inh	Pin1 inhibitor	PGK inhibitor
CN(C)c1ccc(/C=C2\SC(N3CCCCC3)=NC2=O)cc1	32%[activator]	?	-4	-23%	-3%	-34%	-35%	?	-5%
O=C(Nc1ccccc1O)C(c1ccccc1)c1ccccc1	28%	-10%[2.33 µM]	6	-24%	61%[activator]	-2%	-22%	-7%	-5%
Cc1ccccc1CN1CCC(n2nccc2NC(=O)c2ccc3c(c2)OCO3)CC1	-13%	-10%	5	-20%	36%	?	-11%	0%	-8%
Cc1sc(NC(=O)CSC2=NCCS2)nc1-c1ccccc1	14%	?	0	-4%	14%	-6%	-7%	4%	-7%
CCN(CCn1cccn1)C(=O)CCc1nnc(CCc2ccccc2OC)o1	0%	.	1	-1%	39%[activator]	0%	0%	-1%	6%
COc1ccc(C2CC(c3ccccc3)=NN2c2ccc(C(N)=O)cc2)cc1 (stereo not given)	-4%	81%[activator]	3	-6%	91%[activator]	38%[activator]	19%	0%	-2%

Assay outcomes from PubChem BioAssay.

A portion of the library; the hit share may differ from the screen's.
